D2 antagonist = HTS Assay for Allosteric Antagonists of the Human D2 Dopamine Receptor: Primary Screen for Antagonists | D(2) dopamine receptor (Homo sapiens), P14416 | HEK293 TREx D2 cells, calcium flux, dopamine EC80 | inhibition, % at 10 µM | hit rate 2% among 340,000; in the data active means inhibition above about 30%; further: 0% is about no effect
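In this primary screen, negative modulation is detected by tracking calcium flux after an EC80 dopamine challenge in inducible HEK293 T-REx D2 cells preexposed to test compound for 180 s.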
D2 agonist = HTS Assay for Allosteric Agonists of the Human D2 Dopamine Receptor: Primary Screen for Agonists; HEK293 T-REx D2 cells, calcium flux agonist mode; activation, % at 2 µM; hit rate 0.53% among 340,000;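 active means activation over 3 SD above normal in the single-dose calcium agonist read, cut at about 30% in these data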; further: 0% is about no effect
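Agonism scored from kinetic calcium signal (1 read/sec, 180 s) following compound pin transfer, after a 10 s baseline. Cells: HEK293 Trex line expressing inducible D2 receptor coupled to calcium, dye-loaded after overnight culture at 30 C.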
rTrxR1 inhibitor = qHTS Assay for Inhibitors of Mammalian Selenoprotein Thioredoxin Reductase 1 (TrxR1): qHTS; Thioredoxin reductase 1, cytoplasmic (Rattus norvegicus), O89049; recombinant rTrxR1, NADPH fluorescence consumption, selenite substrate; Potency, µM (series often up to 114 µM), inactives show at the top dose activity change, negative = inhibition, usual class: inhibitors; hit rate 1% among 390,000; AID 588453, 2011; further: potency means the concentration at half of the fitted maximal effect; on the % scale 0 is the no-effect control and ±100 the full control effect; nearly all actives have a fitted effect of over 65% in size
Target sequence (O89049 whole entry, looked up): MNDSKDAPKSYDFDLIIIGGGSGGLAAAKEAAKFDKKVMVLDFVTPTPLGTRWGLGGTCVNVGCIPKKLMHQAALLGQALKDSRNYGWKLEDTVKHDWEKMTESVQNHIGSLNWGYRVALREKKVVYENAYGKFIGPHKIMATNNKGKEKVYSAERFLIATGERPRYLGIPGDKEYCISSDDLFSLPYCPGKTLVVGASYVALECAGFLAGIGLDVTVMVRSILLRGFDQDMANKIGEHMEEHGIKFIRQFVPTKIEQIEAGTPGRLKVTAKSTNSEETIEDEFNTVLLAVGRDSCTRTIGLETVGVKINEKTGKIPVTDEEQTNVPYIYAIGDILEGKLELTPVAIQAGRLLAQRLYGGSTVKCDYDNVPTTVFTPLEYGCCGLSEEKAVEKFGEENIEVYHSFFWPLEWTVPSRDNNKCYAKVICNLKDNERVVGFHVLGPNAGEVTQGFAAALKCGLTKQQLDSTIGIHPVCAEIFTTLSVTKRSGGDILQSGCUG
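Rat TrxR1 (90 nM in the dispensed reagent) was pre-reduced with 400 uM NADPH for 5 min at room temperature, then incubated with compound for 15 min. After 400 uM selenite was added, NADPH fluorescence (Ex 340/Em 450 nm) was followed for 8 min.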
TRHR PAM = qHTS for Small Molecule Agonists and Allosteric Enhancers of Human TRH Receptor: Primary Screen for Enhancers; TRHR cells, fluo-8 calcium fluorescence, EC20 TRH enhancement; Thyrotropin-releasing hormone receptor (Homo sapiens), P34981; hit rate 0.66% among 360,000; enhancement, % at 2 µM; in the data active means enhancement above about 30%; further: 0% is about no effect
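TRHR-expressing cells loaded with fluo-8 calcium dye were read kinetically (ex 480/em 530) during compound addition, then stimulated with an EC20 of TRH (10 nM final). Enhancement of the Gq-mediated intracellular calcium response was scored.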
TrxR1 substrate = qHTS Assay for Substrates of Mammalian Selenoprotein Thioredoxin Reductase 1 (TrxR1): qHTS. AID 588456, 2011. Potency, µM (series often up to 114 µM), for the others: at the highest dose activity change, negative = substrate turnover. hit rate 0.01% among 390,000. Thioredoxin reductase 1, cytoplasmic (Rattus norvegicus), O89049. purified TrxR1 substrate turnover, NADPH consumption readout; further: potency means the concentration at half of the fitted maximal effect; on the % scale 0 is the no-effect control and ±100 the full control effect; nearly all actives have a fitted effect of over 50% in size
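Rat TrxR1, dispensed at 90 nM, was prereduced with 400 uM NADPH (final) for 5 min at ~22 deg C, then incubated with compound 15 min before 400 uM selenite. A first-read NADPH fluorescence drop versus no-compound background flagged substrates.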
USP1-UAF1 inh = Inhibitors of USP1/UAF1: Primary Screen; Ubiquitin carboxyl-terminal hydrolase 1 (Homo sapiens), O94782; hit rate 0.23% among 390,000; Potency, µM (series often up to 57.1 µM), for inactives: at the highest dose activity change, negative = inhibition, most hits filed as inhibitors; recombinant USP1/UAF1, Ub-Rhodamine cleavage fluorescence; further: potency means the concentration at half of the fitted maximal effect; on the % scale 0 is the no-effect control and ±100 the full control effect; nearly all actives have a fitted effect of over 60% in size; inactives centre near -12
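Step one: compound is pinned into 1nM USP1/UAF1 in HEPES pH 7.8 buffer with TCEP. Step two: 15 min room-temperature incubation. Step three: Ub-Rho (150nM final) starts cleavage, tracked by fluorescence over six one-minute reads.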
IDH1 R132H inh = qHTS for Inhibitors of mutant isocitrate dehydrogenase 1 (IDH1): qHTS; Isocitrate dehydrogenase [NADP] cytoplasmic (Homo sapiens), O75874; IDH1-R132H enzyme, NADPH consumption, diaphorase/resazurin fluorescence; Potency, µM (highest dose often 76.6 µM), for inactives: at the top dose activity change, negative = inhibition, most hits filed as inhibitors; hit rate 0.093% among 390,000; AID 602179, 2012; further: potency means the concentration at half of the fitted maximal effect; on the % scale 0 is the no-effect control and ±100 the full control effect; nearly all actives have a fitted effect of over 65% in size
Target sequence (O75874 whole entry R132H, stated change not applied): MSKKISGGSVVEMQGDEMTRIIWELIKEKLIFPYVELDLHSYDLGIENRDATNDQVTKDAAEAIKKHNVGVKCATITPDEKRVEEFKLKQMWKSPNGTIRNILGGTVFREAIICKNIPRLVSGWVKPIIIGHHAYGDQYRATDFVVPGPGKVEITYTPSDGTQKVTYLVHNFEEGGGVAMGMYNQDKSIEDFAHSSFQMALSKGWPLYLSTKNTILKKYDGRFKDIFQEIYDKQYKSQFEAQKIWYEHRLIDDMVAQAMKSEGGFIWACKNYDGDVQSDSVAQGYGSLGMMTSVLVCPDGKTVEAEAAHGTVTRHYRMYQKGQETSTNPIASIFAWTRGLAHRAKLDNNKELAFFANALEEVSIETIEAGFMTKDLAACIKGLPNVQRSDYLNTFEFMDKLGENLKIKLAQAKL
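IDH1-R132H (0.5 ug/mL) preincubated 30 min with compound, then NADPH (0.016 mM) and alpha-KG (2 mM) added; 80 min at RT, pH 7.5. Remaining NADPH coupled via diaphorase/resazurin to fluorescence (540/590 nm); concentration-response curves normalized to no-enzyme control.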
PI4K2A block = qHTS for small molecular inhibitors of PI4K2A; activity change, negative = inhibition, % at 76.9 µM; purified PI4K2A, ADP-Glo luminescence, 1 h; active compounds read low; AID 1346378, 2018; hit rate 0.13% among 420,000; Phosphatidylinositol 4-kinase type 2-alpha (Homo sapiens), Q9BTU6; in the data active means activity change below about -50%; inconclusive means mostly about -30% to -49%;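 further: -100% = wells without enzyme as full effect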
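ADP-Glo luminescence measured ADP generated by PI4K2A enzyme (4 ug/mL before mixing) with 1.2 mM PI substrate (pre-mix) and 300 microM ATP (pre-mix). Tris pH7.5 buffer with MgCl2, Triton X-100; 1 h reaction at ambient temperature.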
TRHR agonist = qHTS for Small Molecule Agonists and Allosteric Enhancers of Human TRH Receptor: Primary Screen for Agonists. Thyrotropin-releasing hormone receptor (Homo sapiens), P34981. TRHR cells, calcium flux fluo-8, FDSS agonist mode. activation, % at 2 µM. hit rate 0.18% among 360,000. AID 493084, 2011; in the data active means activation above about 30%; further: 0% is about no effect
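Read-out: compound-evoked intracellular calcium rise in TRHR cells, fluo-8 dye, kinetic FDSS fluorescence at 1 s/cycle following a 10-cycle baseline. Cells cultured overnight before dye loading (30 min–1.5 h, RT).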
The depositor's hits bear a star; ? = inconclusive; . = no result given; & = joins results of further samples; [ ] = another dose, or the depositor's remark. Unless noted, the call rests on the fitted dose curve; in most records, active means well fitted inhibition curve with a large enough effect; inconclusive means small, poorly fitted or top-dose-only effect; inactive means no such curve, though single readings can be large or run the other way.

Screens in order – D2 antagonist | D2 agonist | rTrxR1 inhibitor | TRHR PAM | TrxR1 substrate | USP1-UAF1 inh | IDH1 R132H inh | PI4K2A block | TRHR agonist
C/C(Cc1ccccc1)=N\NC(=O)c1ccc(F)cc1
    -10 | 0.8 | 30% | 3 | 6% | -17% | 2% | 1 | 0.2
C=CCn1c(SCC(=O)NC2CC2)nc2sc(CC)cc2c1=O
    -1 | -0.2 | 14% | -1 | -3% | -21% | -2% | -1 | -0.1
O=C(Nc1ccc(S(=O)(=O)N2CCCC2)cc1)C1CCCN1C(=O)c1cccs1 (centres undefined)
    0 | 0.2 | 6% | -6 | 4%[57.1 µM] | -13% | -1% | 3 | -0.6
O=C(c1cc(Cl)nc2ccccc12)N1CCc2ccccc2C1
    0 | 0.1 | 29% | 2 | 7% | ? | -1% | 2 | -1.1
C[C@H](NC(=O)C1CCN(S(=O)(=O)c2ccccc2)CC1)C(=O)NCc1ccccn1
    1 | 1.2 | 5% | 1 | 1% | -20% | 2% | -4 | 0.0
COc1ccc(C2=NN(C(C#N)c3ccc(OC)c(OC)c3)C(c3ccccc3)C2)cc1 (centres undefined)
    2 | 1.1 | ? | 8 | -7% | ? | 3% | 4 | 0.0
O=C(CCn1ccc2cc(S(=O)(=O)N3CCCC3)ccc21)NCc1cccc(Cl)c1
    . | 0.2 | 8% | -6 | -5% | 0% | 0% | 3 | 0.3
COc1ccc(S(=O)(=O)N(C)c2ccc(C(=O)NCc3ccccn3)cc2)cc1
    14 | -0.4 | -9% | 9 | -4% | -13% | 1% | 0 | 0.3
Nc1nonc1-n1nnc(C(=O)N/N=C/c2ccc(OCc3ccccc3F)cc2)c1CNc1ccccc1
    11 | 0.3 | 28%[57.1 µM] | 3 | -2%[57.1 µM] | -10% | -10% | 5 | 0.0
COc1ccccc1N1C(=O)C(=O)N(C)C1=O
    . | . | -8%[57.1 µM] | . | -2% | -3% | -1% | 1 | .
CCc1cc2c(N3CCN(C(=O)c4ccco4)CC3)ncnc2s1
    -10 | -1.0 | -4%[57.1 µM] | -5 | 6% | -19% | 4% | -3 | -1.0
O=C(NCCN1C(=O)C2C3C=CC(C3)C2C1=O)Nc1cccnc1 (centres undefined)
    1 | -0.2 | 3% | 3 | -9%[57.1 µM] | -2% | 14% | -4 | 0.8
COc1ccc(C(=O)Nc2nnc(SCc3cc(=O)c4cccc(F)c4[nH]3)s2)cc1
    . | -0.8 | -3%[57.1 µM] | 1 | -3%[57.1 µM] | -20% | 0% | -2 | -0.6
NC1=NC2(CCCC2)n2c(nc3ccccc32)N1
    2 | -0.2 | 24% | -11 | 0% | -4% | 11% | 0 | 2.3
CCOC(=O)COc1ccc2c(=O)cc(-c3ccccc3)oc2c1
    . | . | -30% | -1 | -11% | -21% | 3% | -7 | 0.3
CCCCCCOc1ccc(C(CC(=O)NC)C(=O)O)cc1 (centres undefined)
    24 | 0.7 | 12% | -15 | 4% | -20% | 0% | -1 | 0.0
CC1CCCC(C)N1C(=O)CSc1nnc(-c2cccs2)o1 (centres undefined)
    7 | -0.5 | 20% | -8 | 7% | 2% | 2% | -4 | -0.1
COC(=O)[C@@]1(C)CC[C@]2(C)CC[C@@]3(C)C(=CC(=O)C4[C@@]5(C)CC[C@H](O)C(C)(C)[C@@H]5CC[C@]43C)[C@H]2C1 (some centres undefined)
    1 | -0.4 | 3%[57.1 µM] | 4 | 7%[57.1 µM] | -11% | 1% | 2 | 0.1
COc1ccccc1N1CCN(C(=O)c2cccc(NC3=NC4CS(=O)(=O)CC4S3)c2)CC1 (centres undefined)
    0 | 1.9 | -7%[57.1 µM] | 4 | 4%[57.1 µM] | 1% | 4% | -1 | 0.4
O=C(/C=C/c1cccs1)N1CCCC1
    3 | -1.1 | -24% | -2 | -10% | -14% | 4% | 0 | -0.1
COc1ccc(-c2nc(CS(=O)CC(=O)NCCC3=CCCCC3)c(C)o2)cc1 (centres undefined)
    -2 | 1.0 | 16µM* | -5 | -3%[57.1 µM] | -16% | 15% | -5 | 2.9
Clc1ccc(-c2nnc(COc3ncnc4sccc34)o2)cc1
    0 | -1.5 | 16%[57.1 µM] | 0 | 12%[57.1 µM] | -17% | 20% | -5 | -0.3
Cc1ccc(-c2n[nH]c(=S)n2/N=C/c2cccs2)cc1
    -2 | 0.1 | -29% | 4 | -13% | -7% | 3% | 1 | -0.6
CCCCc1nc(N2CCOCC2)c(C#N)c2c1COC(C)(C)C2
    -22 | 0.5 | -16%[57.1 µM] | 6 | 20%[57.1 µM] | -13% | 1% | -5 | 0.7
COc1ccc(N2C(=O)CC(NCc3cccs3)C2=O)cc1 (centres undefined)
    -7 | -1.0 | 8% | 7 | 5%[57.1 µM] | -1% | 5% | 4 | 0.2
Cc1ccc(OC(=O)c2cc(C)nn2C(C)(C)C)cc1
    3 | 0.0 | 12% | 36* | 1% | -16% | 15% | 0 | 0.0
O=C1CCN(Cc2ccc(Br)cc2)CCN1[C@H](CO)c1ccccc1
    -20 | 0.3 | 14%&14% | 10 | 7%&0% | -19% | 2% | 0 | 1.3
CN1C(=O)/C(=C/c2cc(N=Nc3ccccc3)ccc2O)SC1=S
    2 | -1.3 | ? | -3 | -1%[57.1 µM] | ? | 1% | -3 | 0.4
COc1cccc(/C=N/NC(=O)c2cc(-c3ccccn3)nc3ccccc23)c1O
    4 | 0.4 | 3% | 0 | -3% | -8% | 1% | 0 | 3.5
COc1ccccc1C(c1c(N)n(C)c(=O)n(C)c1=O)C(C)[N+](=O)[O-] (centres undefined)
    -4 | 1.1 | -3% | -4 | 5% | -20% | -7% | 5 | -0.1
CCOC(=O)c1c(NC(=O)CCS(=O)(=O)c2ccccc2)sc2c1CCN(C(C)C)C2
    -2 | 11 | ? | 3 | 0% | -15% | 5% | 1 | 14
O=C(COC(=O)c1ccc2c(=O)n3c(nc2c1)CCC3)Nc1ccc(OC(F)F)cc1
    -2 | -1.3 | 10% | 15 | 1% | -13% | 2% | 4 | -0.2
CNCC(=O)N(CC(C)C)c1c(N)n(CC(C)C)c(=O)[nH]c1=O
    0 | 0.3 | 5%[57.1 µM] | -5 | -4%[57.1 µM] | -9% | -6% | -4 | -0.3
CC1CCCCN1C(=O)NC1CC(=O)N(c2ccc3c(c2)OCCO3)C1 (centres undefined)
    -3 | -0.6 | 17% | 8 | 1% | -13% | 0% | -4 | 0.4
COc1cccc(/C(C)=N/Nc2ncc(Cl)cc2Cl)c1
    -8 | -0.6 | ? | 0 | -15% | -8% | 10% | -2 | -0.9
CCS(=O)(=O)N1CCN(Cc2ccccc2OC)CC1
    5 | 0.2 | 11% | 1 | 11% | -16% | 3% | -1 | -0.8
Cc1ccc(C(=O)OCc2nc3ccccc3s2)o1
    5 | 0.1 | 7%[57.1 µM] | 7 | 4%[57.1 µM] | -25% | -7% | 1 | 0.1
CC1CCCN(CC(O)COc2ccc(S(=O)(=O)N3CCCC3)cc2[N+](=O)[O-])C1 (centres undefined)
    -8 | 0.4 | 15% | 1 | -2% | -3% | -6% | -2 | 2.2
CCN(c1ccccc1)S(=O)(=O)c1cc(C(=O)Nc2ccccc2Cl)ccc1F
    -1 | 0.4 | 26% | -2 | 4% | -6% | 0% | 0 | 1.0
COc1ccccc1C1CN=NC12CCCc1ccccc1C2=O (centres undefined)
    3 | -1.6 | 10%[57.1 µM] | -4 | 20%[57.1 µM] | -21% | 6% | 1 | -1.0
CCOc1ccc(OCCOC(=O)CN(C)S(=O)(=O)c2ccc(NC(C)=O)cc2)cc1
    -2 | 0.2 | -11% | -2 | -5% | -21% | 5% | -3 | -0.1
COc1cccc(-n2c(C)nn(C)c2=O)c1
    . | 0.7 | 18% | 1 | 4% | -9% | 2% | 3 | -0.2
Cc1c(Cl)cccc1NC(=O)CNC(=O)c1ccco1
    -8 | 0.4 | 16% | 4 | -2% | -4% | 0% | 2 | 0.2
Cc1cc(C)c2nc(SCC(=O)N(C)C3CCS(=O)(=O)C3)cc(C)c2c1 (centres undefined)
    15 | -0.4 | -3% | 0 | -2% | -22% | 0% | 0 | 0.9
CCc1nc(C)cn1S(=O)(=O)c1ccc2c(c1)OCCO2
    . | . | 8% | . | 1% | -11% | 28% | -2 | .

Some entries already given, limited to D2 agonist.
| SMILES | D2 agonist |
| --- | --- |
| CCOC(=O)c1c(NC(=O)CCS(=O)(=O)c2ccccc2)sc2c1CCN(C(C)C)C2 | 11 |
| O=C(COC(=O)c1ccc2c(=O)n3c(nc2c1)CCC3)Nc1ccc(OC(F)F)cc1 | -1.3 |

An unsorted share of the library; overall some 3.9% were active at least once.
